From PubChem
HP1b chromo inh: inhibitors of HP1-beta chromodomain binding to methylated histone tails. P83916. AlphaScreen HP1-beta / biotin-H3K9me3 peptide binding. Potency, µM (titrated, usually from 114 µM), inactives show at the highest dose activity change, negative = inhibition, most hits filed as inhibitors. 390,000 compounds, 0.56% hits; further: potency means the concentration at half of the fitted maximal effect; nearly all actives have a fitted effect of over 70% in size; inactives centre near 23
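HP1-beta protein (50 nM final) preincubated 30 min at room temperature with biotinylated H3(1-18)K9me3 peptide (50 nM) in PBS pH 7.4, 0.01% Tween-20, then compound added for 30 min. AlphaScreen streptavidin donor/nickel chelate acceptor beads (10 ug/mL final), 30 min dark, luminescence read.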
PI4K2A block: PI4K2A (human) kinase inhibition | Q9BTU6 | purified PI4K2A, ADP-Glo luminescence, 1 h; active compounds read low | activity change, negative = inhibition, % at 76.9 µM | 420,000 compounds, 0.13% hits | AID 1346378; in the data active means activity change below about -50%; inconclusive means mostly about -30% to -49%;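 further: -100% = wells without enzyme as full effect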
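PI4K2A activity was measured by ADP-Glo luminescence: enzyme (4 ug/mL stock) and phosphatidylinositol (1.2 mM stock) in Tris pH 7.5/MgCl2/EGTA/Triton X-100 buffer were reacted with ATP (300 microM stock) for one hour at ambient temperature.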
G9a block: blocks human histone lysine methyltransferase G9a. Q96KQ7. G9a H3K9 monomethylation, AlphaScreen, 2 h. Potency, µM (doses to about 102 µM), inactives show at the highest dose activity, negative = inhibition, hits mostly inhibitors. 350,000 compounds, 8.8% hits. AID 504332; further: potency means the concentration at half of the fitted maximal effect; on the % scale 0 is the no-effect control and ±100 the full control effect; nearly all actives have a fitted effect of over 75% in size
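Quantitative HTS format: methyltransferase activity on a biotin-tagged H3K9 peptide is measured by AlphaScreen, using a rabbit anti-monomethyl-H3K9 antibody with streptavidin donor and anti-IgG acceptor beads. Final levels are 20 nM enzyme, 500 nM peptide, 20 uM SAM; 2 h RT.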
Pin1 inhibitor: human Pin1 inhibition; Q13526; Pin1 FP peptide displacement, HiFluor488, 10 min; Potency, µM (top dose mostly 115 µM), inactives show at the top dose activity, negative = inhibition, most hits filed as inhibitors; 390,000 compounds, 0.009% hits; active means well fitted inhibition curve with a large enough effect in the polarisation, with a control signal flat, not every such curve was filed as active; inconclusive means small, poorly fitted or top-dose-only effect, or effect the other way, or a change in a side signal; inactive means no such curve, though single readings can be large or run the other way; the % refers to the polarisation; further: potency means the concentration at half of the fitted maximal effect; on the % scale 0 is the no-effect control and ±100 the full control effect
GLS inhibitor: glutaminase GLS (human) inhibition. Potency, µM (doses to about 45.5 µM), for inactives: at the highest dose activity change, negative = inhibition, actives largely listed as inhibitors. 410,000 compounds, 0.21% hits. GLS enzymatic activity, qHTS titration. O94925; further: potency means the concentration at half of the fitted maximal effect; on the % scale 0 is the no-effect control and ±100 the full control effect
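Compounds were pin-transferred onto hKGA, after which L-glutamine (1 mM solution) and a detection mix of glutamate oxidase, HRP and Amplex Red were added. Initial and 30 min RT fluorescence reads were collected.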
JMJD2A Tudor: JMJD2A Tudor domain (human) inhibition; O75164; AlphaScreen JMJD2A-Tudor / H3K4me3 peptide binding; Potency, µM (doses to about 114 µM), without a hit: at the top dose activity change, negative = inhibition, hits mostly inhibitors; 390,000 compounds, 4.4% hits; AID 504339; further: potency means the concentration at half of the fitted maximal effect; on the % scale 0 is the no-effect control and ±100 the full control effect; nearly all actives have a fitted effect of over 50% in size
BAZ2B block: inhibitors of human BAZ2B bromodomain. AlphaScreen BAZ2B-H3K14Ac peptide displacement. Potency, µM (doses to about 114 µM), inactives show top-dose activity change, negative = inhibition, usual class: inhibitors. 360,000 compounds, 4.4% hits; further: potency means the concentration at half of the fitted maximal effect; on the % scale 0 is the no-effect control and ±100 the full control effect; nearly all actives have a fitted effect of over 60% in size
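Multi-concentration screen (max 110 uM) measuring displacement of acetylated histone H3 peptide from BAZ2B by AlphaScreen, using 50 nM protein, 50 nM peptide and 10 ug/mL streptavidin donor plus Ni-chelate acceptor beads.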
PGK inhibitor: inhibitors of T. brucei phosphoglycerate kinase | P07378 | PGK/GAPDH coupled, Kinase-Glo luminescence, 60 min | Potency, µM (series often up to 57.5 µM), for inactives: top-dose activity change, negative = inhibition, usual class: inhibitors | 380,000 compounds, 0.043% hits | AID 602233; further: potency means the concentration at half of the fitted maximal effect; on the % scale 0 is the no-effect control and ±100 the full control effect; nearly all actives have a fitted effect of over 60% in size
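Luminescent ATP detection (Kinase-Glo Plus) follows a 60-minute room-temperature incubation, with wells lacking PGK as controls. Buffer: 100 mM TEA (pH 7.6), 5 mM MgCl2, 0.01% Tween-20. Coupling enzyme GAPDH (100 nM final) supplies unstable 1,3-BPG in-well.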
Pol eta inh: blocks human DNA polymerase eta activity. AID 588591. Potency, µM (titrated, usually from 114 µM), for inactives: top-dose activity change, negative = inhibition, usual class: inhibitors. Q9Y253. recombinant Pol eta, fluorescent DNA replication assay. 390,000 compounds, 1.2% hits; further: potency means the concentration at half of the fitted maximal effect; on the % scale 0 is the no-effect control and ±100 the full control effect
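Pol eta at 10 nM preincubated with compounds 15 min at room temperature; reaction started with fluorescent substrate (50 nM final) and read kinetically at 0 and 10 min.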
Starred values were filed as active, the others as inactive; i = inactive; ? = inconclusive; . = no result given; [ ] = remark or other dose. Unless noted, the call rests on the fitted dose curve; in most records, active means well fitted curve in the direction sought with a large enough effect; inconclusive means small, poorly fitted or top-dose-only effect, or another doubt; inactive means no such curve, though single readings can be large; an effect the other way counts as inactive or inconclusive.

| Pin1 inhibitor | BAZ2B block | HP1b chromo inh | JMJD2A Tudor | Pol eta inh | PI4K2A block | G9a block | GLS inhibitor | PGK inhibitor | SMILES |
| --- | --- | --- | --- | --- | --- | --- | --- | --- | --- |
| 14% | -3% | 18% | -23% | -17% | -2 | ? | 6% | 5%[11.5 µM] | Cc1ccccc1NS(=O)(=O)c1ccc(NC(=O)CSCc2ccc(Br)cc2)cc1 |
| -5% | -1% | 18% | 7% | -18% | 11 | -2% | -2% | -1% | O=C1CC(c2c(F)cccc2Cl)C(n2cncn2)C(O)=C1C1NCCc2ccccc21 (stereo not given) |
| 8% | 10% | 30% | -2% | -7% | 3 | 2%[59 µM] | 2% | -3% | NCC12CC3CC(C1)CC(CN)(C3)C2 |
| 1% | -3% | 30% | 2% | -22% | 8 | 3%[59 µM] | -4% | 1% | CC(C)N1CCC(N2CCN(Cc3ccc(Oc4ncccn4)cc3)CC2CCO)CC1 (stereo not given) |
| 0% | -38% | 19% | ? | -8% | 1 | 7% | 16% | -4% | COc1ccc(N2CCN(S(=O)(=O)c3c(C)noc3/C=C/N(C)C)CC2)cc1 |
| -1% | -3% | 43%[activator] | -1% | -15% | 3 | -20%[12.7 µM] | -4% | i | COc1ccccc1-n1cnnc1SCC(=O)N1CC(=O)Nc2ccccc21 |
| -10% | -3% | 7% | 2% | -11% | 6 | 20% | 1% | 0% | CCOC(=O)C(C)Oc1ccsc1C(=O)OC (stereo not given) |
| 0% | 2% | 45%[activator] | 5% | -14% | -4 | 24%[59 µM] | 1% | -12% | CC(/C=N/NC(=O)c1ccccc1F)c1ccccc1 (stereo not given) |
| 1% | -8% | 28% | -6% | -8% | 6 | . | -18% | -5% | CC(=O)Nc1ccc2c(c1)ncn2-c1ccc(C)cc1 |
| 0% | . | 35% | -13% | -10% | 2 | . | -4% | -8% | O=C(NC1CCCC1)c1ccc2c(c1)S(=O)(=O)c1ccccc1C2=O |
| -1% | -9% | 33% | -5% | -15% | 4 | -26%[59 µM] | 1% | -3% | O=S(=O)(NCC(c1ccco1)S(=O)(=O)c1cccs1)c1ccc(Cl)cc1 (stereo not given) |
| -6% | . | 3% | -19% | -6% | -3 | 2% | 12% | 0% | Cc1cc(=O)[nH]c(SCC(=O)Nc2ccc(F)c([N+](=O)[O-])c2)n1 |
| 0% | 1% | 57%[activator] | -6% | -22% | 3 | 8% | -10% | -1% | CC(OC(=O)c1ccccc1OCc1ccc(Cl)cc1)C(N)=O (stereo not given) |
| 2% | 8% | 11% | -12% | -10% | -16 | -38% | 5% | -2% | Cc1c(Cl)ccc2c(C(N)=O)cc(-c3ccccn3)nc12 |
| -10% | -33% | -20% | 56µM* | . | -3 | 20µM* | 1% | . | COc1ccc(-c2nc(S(=O)(=O)c3ccc(Cl)cc3)c(N3CCCCCC3)o2)cc1 |
| -5% | ? | 53%[activator] | ? | -13% | -1 | 11%[2.33 µM] | 1% | 0% | c1ccc(CNc2nc(-c3ccccn3)nc3ccccc23)cc1 |
| 4% | -7% | 5%[57 µM] | -25% | -12% | 2 | 16% | -6% | i | COc1ccc(F)c(CN2CCC(CO)(Cc3cccc(C(F)(F)F)c3)CC2)c1 |
| 0% | 0% | 12% | -13% | 9% | 0 | -2% | 12% | -3% | CCOc1ccc(NS(=O)(=O)c2ccc(NS(=O)(=O)c3cccs3)cc2)cc1 |
| -5% | -3% | 26% | -24% | -10% | 1 | -24%[12.7 µM] | 0% | -1% | CCc1ccc(OC(=O)Cc2ccc(OC)c(S(=O)(=O)N3CCOCC3)c2)cc1 |
| 24% | -2% | 12% | -2% | -2% | -1 | -26%[59 µM] | 1% | i | O=C(Cn1ncc2c(Cl)cccc21)NCc1cccc(Cl)c1 |
| -1% | -14% | 33% | -7% | -23% | -4 | 4%[59 µM] | -2% | -2% | Cc1ccc(CNC(=O)CCc2cn(Cc3ccc(C)cc3)c3ccccc23)cc1 |
| -6% | -22% | 28% | -18% | -2% | -4 | ? | -4% | -8% | O=C(N/N=C/C=C\c1ccccc1)c1cnccn1 |
| -1% | -12% | 52%[activator] | -7% | -17% | -2 | -6% | 0% | . | CCOC(=O)C1CCN(C(=O)c2cc3c(C)cc(C)cc3[nH]2)CC1 |
| 1% | 2% | 30%[activator] | 4% | 4% | -5 | -8%[59 µM] | 15% | 7% | Nc1nnc(SCC(=O)Nc2ccccc2N2CCOCC2)s1 |
| -6% | -1% | 28% | ? | -9% | -1 | 25%[59 µM] | 15% | -7% | COC(=O)C1=C(C)N(Cc2ccccc2)C(=O)N[C@H]1c1cccc(C(F)(F)F)c1 |
| -7% | -5% | -3% | -10%[11.4 µM] | -26% | 2 | -1% | -2% | i | C=CCn1c(COc2ccccc2)nnc1SCc1ccc(C#N)cc1 |
| -2% | -1% | 13% | -16% | -22% | -2 | 10%[59 µM] | ? | -9% | CCOc1ccc(-c2nnc(SCC(=O)NCc3ccc(C)cc3)nc2-c2ccc(OCC)c(OC)c2)cc1OC |
| -1% | -4% | 11% | -16% | -21% | 1 | -9% | 1% | i | COC(=O)NNC(=O)COc1cc(C)c(Br)cc1C(C)C |
| -4% | -2% | 12% | ? | 2% | -4 | -34%[59 µM] | 0% | -4% | COc1ccccc1OCc1ccc(C(=O)NCC2CCCO2)o1 (stereo not given) |
| 0% | 0% | 46%[activator] | -25% | -14% | -7 | 12%[12.7 µM] | -11% | -1% | Cc1noc(C)c1S(=O)(=O)N1CCC(C(N)=O)CC1 |
| -3% | . | 38% | -15% | -14% | -3 | . | -12% | 0% | COc1ccc(S(=O)(=O)N2CCCCC2)cc1NC(=O)c1cccc(S(=O)(=O)N2CCOCC2)c1 |
| -1% | -7% | 34% | -17% | -3% | 7 | 5%[59 µM] | -9% | -8% | COc1ccc(/C=C(\C#N)C(=O)NCc2cccs2)cc1OC |
| 6% | -35% | 15% | ? | -12% | 3 | . | 9% | 4% | O=C(C1=C[C@@H](c2ccc3c(c2)OCO3)C[C@@H](OCCCCO)O1)N1CCN(Cc2ccc3c(c2)OCO3)CC1 |
| 5% | -2% | -14% | -31% | -20% | 1 | 10% | 21% | 2% | Cc1ccccc1OCC(=O)N/N=C/C=C/c1ccccc1 |
| -1% | 5% | -9% | -25%[57.1 µM] | -22% | 1 | ? | 6% | -6% | C/C(=N\Nc1cccc([N+](=O)[O-])c1)c1ccccc1O |
| ? | 0% | 39%[activator] | -10% | 4% | 1 | -3% | 0% | -1% | Cc1cccn2c(=O)c3cc(C#N)c(=NC(=O)c4cccs4)n(CCCOC(C)C)c3nc12 |
| -14% | -3% | -4% | -11%[11.4 µM] | -22% | 3 | 8% | -12% | -10% | c1ccc(C2(c3ccccc3)OCC(Cn3cncn3)O2)cc1 (stereo not given) |
| 1% | -3% | 20% | -9% | -4% | 1 | 3%[59 µM] | -2% | 1% | O=C(CN(Cc1ccccc1F)C(=O)c1csnn1)NCc1ccc2c(c1)OCO2 |
| -8% | 16% | -1% | -14% | ? | -3 | 7%[59 µM] | 13% | -9% | Cc1ccccc1NC(NC(=O)OCCn1c([N+](=O)[O-])cnc1C)C(Cl)(Cl)Cl (stereo not given) |

A portion of the library, so the mix of outcomes need not match the whole.
